HIV RNase H inh – blocks HIV-1 RNase H cleavage of RNA/DNA duplex; RT-RNase H RNA/DNA duplex cleavage, fluorescence; inhibition, % at 10 µM; 1.9% of 65,000 active; AID 565; in the data active = inhibition above about 50%
RmlC RmlD mix – inhibitors of RmlC and RmlD coupled enzymes | RmlC/RmlD coupled enzyme inhibition, 384-well mixture HTS | inhibition, % at 5.5 µM | 0.39% of 110,000 active | AID 1532; in the data active = inhibition above about 30%, passing the limit was not always enough; note: strong numbers were not always called active
* hit, by the source's call. This is a subset; rates above refer to the full screens.

O=C(Cn1cnc2ccccc2c1=O)Nc1cccc(-c2nnc3n2CCCCC3)c1 was read as RmlC RmlD mix 0.
Screening CN1CCN(c2ccc([N+](=O)[O-])cc2C(=O)c2ccc(Cl)cc2)CC1 returned RmlC RmlD mix -9.
`COc1cc(NS(=O)(=O)c2ccc3c(c2)n(C)c(=O)n3C)cc(OC)c1` gave RmlC RmlD mix 6.
`NC(=O)CSc1nnc(-c2ccncc2)n1-c1ccc(Cl)cc1` gave HIV RNase H inh -16 and RmlC RmlD mix 6.
Screening CC(C)c1ccc(NC(=O)Nc2cc3sccc3n2C)cc1 returned RmlC RmlD mix -10.
Screening O=C(NCc1ccccc1)c1ccc(S(=O)(=O)C(F)F)cc1 returned RmlC RmlD mix -10.
`CCOC(=O)Cn1c(-c2cccnc2Cl)nc2ccccc21` gave RmlC RmlD mix 6.
Screening COc1ccc(CCNC(=O)CN2C(=O)c3ccccc3S2(=O)=O)cc1OC returned HIV RNase H inh -3 and RmlC RmlD mix -10.
Screening Cc1ccc(CN2CCN(CC(=O)N3CCC(C(N)=O)CC3)C2=O)cc1 returned HIV RNase H inh -4 and RmlC RmlD mix 9.
CCCCn1c(-c2cccs2)nc2nc3ccccc3nc21 was read as RmlC RmlD mix 56.
Screening COC(=O)C1=C(C(=O)OC)[C@@H]2Nc3ccccc3[C@@]23C[C@@H](C(=O)OC)N(C(C)=O)C3=N1 returned RmlC RmlD mix -313.
`Nc1nc(-c2ccc(Br)cc2)cs1` gave HIV RNase H inh -18 and RmlC RmlD mix 6.
For CC1CN(c2nc3c(c(=O)n(Cc4ccc(Cl)c(Cl)c4)c(=O)n3C)n2C)CC(C)O1 (stereo not given) the results were HIV RNase H inh -6 and RmlC RmlD mix 5.
`CCCc1nnc(NC(=O)CN2C(=O)c3ccccc3S2(=O)=O)s1` gave HIV RNase H inh 90* and RmlC RmlD mix -7.
COc1ccc(N2C(=O)CC(N3CCN(c4nc5ccccc5s4)CC3)C2=O)cc1 (stereo not given) was read as HIV RNase H inh -14 and RmlC RmlD mix -87.
Screening Cc1nnc(SCC(=O)NCc2ccccc2)s1 returned HIV RNase H inh -5 and RmlC RmlD mix 12.
For O=C1C2C(c3ccccc3)CC=CC2[C@H](c2ccc3ccccc3c2)N1Cc1ccccc1 (stereo not given in full) the results were RmlC RmlD mix -3.
`O=C(CC(Nc1ccc(F)cc1)C(=O)O)c1ccccc1` (stereo not given) gave HIV RNase H inh 3 and RmlC RmlD mix -13.
For CCS(=O)(=O)n1nc(NCc2cccc(OC)c2)nc1NCc1cccc(OC)c1 the results were HIV RNase H inh -10 and RmlC RmlD mix -1.
COc1ccc(C(=O)NC(=S)N(Cc2ccccc2)Cc2ccccc2)cc1 was read as RmlC RmlD mix 1.
For Cc1cc(/C=N/n2cnnc2)c(C)n1-c1ccc(C(=O)O)cc1 the results were HIV RNase H inh -6 and RmlC RmlD mix -13.
Screening O=C(CN1CCOCC1)N(c1ccccc1)c1ccc2ccccc2c1 returned HIV RNase H inh -2 and RmlC RmlD mix -13.
For CCOc1ccc(NC(=O)CCSc2nnc(C)s2)cc1 the results were RmlC RmlD mix 0.
`O=C(Cc1ccc(-n2cnnn2)cc1)NC12CC3CC(CC(C3)C1)C2` gave HIV RNase H inh 10 and RmlC RmlD mix -13.
`Cn1nnc2sc3c(c2c1=O)CCCC3` gave RmlC RmlD mix 4.
Screening CC1=CC2=NC(=O)CC(C)(C(=O)N(CC(=O)NC(C)(C)C)C3CCCC3)N2C=C1 (stereo not given) returned HIV RNase H inh -1 and RmlC RmlD mix 6.
`CC(=O)c1c(C)[nH]c(C(=O)CSc2nnc(-c3ccc(Cl)cc3)n2CC2CCCO2)c1C` (stereo not given) gave RmlC RmlD mix -6.
Screening Cc1nc(NC(=O)CSc2nnnn2Cc2ccccc2)sc1C returned HIV RNase H inh -7 and RmlC RmlD mix -15.
Screening Cc1ccc2cccc(SCC(=O)NCc3ccco3)c2n1 returned HIV RNase H inh 4 and RmlC RmlD mix 5.
Screening Cc1ccc(Cn2c(C(C)Nc3nc(C)cs3)nc3cc(Cl)c(Cl)cc32)cc1 (stereo not given) returned RmlC RmlD mix 9.

Among those listed so far, these contain an aryl thioether with sulfur outside any ring:
`NC(=O)CSc1nnc(-c2ccncc2)n1-c1ccc(Cl)cc1` gave HIV RNase H inh -16 and RmlC RmlD mix 6.
Screening Cc1nnc(SCC(=O)NCc2ccccc2)s1 returned HIV RNase H inh -5 and RmlC RmlD mix 12.
For CCOc1ccc(NC(=O)CCSc2nnc(C)s2)cc1 the results were RmlC RmlD mix 0.
`CC(=O)c1c(C)[nH]c(C(=O)CSc2nnc(-c3ccc(Cl)cc3)n2CC2CCCO2)c1C` (stereo not given) gave RmlC RmlD mix -6.
Screening Cc1nc(NC(=O)CSc2nnnn2Cc2ccccc2)sc1C returned HIV RNase H inh -7 and RmlC RmlD mix -15.
Screening Cc1ccc2cccc(SCC(=O)NCc3ccco3)c2n1 returned HIV RNase H inh 4 and RmlC RmlD mix 5.

3 structures from above, sorted by length of the SMILES, highest first.
Screening Cc1ccc(Cn2c(C(C)Nc3nc(C)cs3)nc3cc(Cl)c(Cl)cc32)cc1 (stereo not given) returned RmlC RmlD mix 9.
Screening Cc1nc(NC(=O)CSc2nnnn2Cc2ccccc2)sc1C returned HIV RNase H inh -7 and RmlC RmlD mix -15.
For CCOc1ccc(NC(=O)CCSc2nnc(C)s2)cc1 the results were RmlC RmlD mix 0.

(cont.)
O=C(Nc1nc2ccccc2[nH]1)c1ccc(Cl)c(S(=O)(=O)N2CCCC2)c1 was read as RmlC RmlD mix -19.
Screening COC(=O)c1sccc1-c1ccc(/C=N/OC(=O)c2ccccc2)o1 returned RmlC RmlD mix -23.
CC(=O)Oc1ccc([C@@H]2COc3c(ccc4c3C=CC(C)(C)O4)C2)c(OC(C)=O)c1 was read as RmlC RmlD mix -12.
For CCOC(=O)c1cnc(SC2CC(=O)N(c3ccc(OC)c(OC)c3)C2=O)nc1N (stereo not given) the results were HIV RNase H inh -18 and RmlC RmlD mix 4.
O=C(CNC(=O)c1ccc(Br)o1)Nc1cccc(-c2cnc3ccccc3n2)c1 was read as HIV RNase H inh -8 and RmlC RmlD mix 7.
Cn1c(C(=O)N2CCC3(CC2)OCCO3)cc2c(=O)n(C)c3ccccc3c21 was read as HIV RNase H inh 1 and RmlC RmlD mix 3.
Cc1cc(C)n(CCCNC(=O)c2ccc(S(=O)(=O)NCc3ccco3)cc2)n1 was read as HIV RNase H inh 0 and RmlC RmlD mix 6.
CCOC(=O)c1ccc(NC(=O)CSc2nnc(COc3ccccc3OC)n2C)cc1 was read as HIV RNase H inh -36 and RmlC RmlD mix 3.
CCOC(=O)C1CCN(c2ncnc3c2oc2ccccc23)CC1 was read as HIV RNase H inh -24 and RmlC RmlD mix -13.
`O=C1Nc2ccc(S(=O)(=O)N3CCCC3C(=O)O)c3cccc1c23` (stereo not given) gave HIV RNase H inh -3 and RmlC RmlD mix 3.
Screening CN(C)c1nc(Oc2ccc(=O)n(C)n2)nc(N2CCOCC2)n1 returned HIV RNase H inh -9 and RmlC RmlD mix -3.
Screening CCOC(=O)c1nnn(CC(=O)N2N=C(c3ccc(Cl)cc3)CC2c2ccccc2)c1C(=O)OCC (stereo not given) returned RmlC RmlD mix 11.
For CN1CCCN(Cc2ccc(Cl)cc2Cl)CC1 the results were RmlC RmlD mix -6.
For C=CCC(=O)OCC(=O)Nc1ccc(Cl)cn1 the results were RmlC RmlD mix -10.
CCC(Sc1nc(=O)cc(N)n1CCc1ccccc1)C(=O)Nc1cc(C)on1 (stereo not given) was read as HIV RNase H inh 0 and RmlC RmlD mix 11.
COc1cc(NC(=O)C2CCCN2S(=O)(=O)c2ccc3c(c2)CCC(=O)N3)cc(OC)c1 (stereo not given) was read as HIV RNase H inh -2 and RmlC RmlD mix -6.
COC(=O)[C@H](CC(C)C)NC(=O)NC1CCCc2ccccc21 (stereo not given in full) was read as HIV RNase H inh 5 and RmlC RmlD mix -10.
`N#Cc1c(N)c(C(=O)c2ccccc2)n2c1CCC2` gave HIV RNase H inh -13 and RmlC RmlD mix 7.
For O=C(CCc1ccc(S(=O)(=O)NCCc2ccccc2)cc1)NCc1ccco1 the results were RmlC RmlD mix -16.
Screening CCOC(=O)Cn1c(CN(C)Cc2ccccc2)nc2c1c(=O)n(C)c(=O)n2C returned HIV RNase H inh -1 and RmlC RmlD mix -11.
`CCOC(=O)c1c(Nc2nc(C)c(C(=O)NC)s2)sc(C)c1C` gave HIV RNase H inh 0 and RmlC RmlD mix -20.
For Brc1cnc(N2CCCC2)nc1N1CCCCC1 the results were HIV RNase H inh -46 and RmlC RmlD mix 7.
Cn1c(CCN2CCOCC2)nc2cc(NC(=O)COc3ccccc3)ccc21 was read as HIV RNase H inh 0 and RmlC RmlD mix -18.
For COc1cc(Cl)c(C)cc1NC(=O)CSCC#N the results were RmlC RmlD mix -12.
For Cc1nnc(SCC2CCCO2)n1-c1ccccc1 (stereo not given) the results were HIV RNase H inh -13 and RmlC RmlD mix -5.
`CCCCCCCCCCC[C@@H](C[C@@H]1OC(=O)[C@H]1CCCCCC)OC(=O)[C@H](CC(C)C)NC=O` gave RmlC RmlD mix -10.
`O=C(O)C1CCCN1C(=O)Nc1ccc(F)cc1` (stereo not given) gave HIV RNase H inh -8 and RmlC RmlD mix -15.
For CN(CC(O)COCc1cccs1)C1CCCCC1 (stereo not given) the results were HIV RNase H inh -1 and RmlC RmlD mix 4.
For CN(C)c1ccc(-c2nn3c(-c4ccccc4Cl)nnc3s2)cc1 the results were HIV RNase H inh -40 and RmlC RmlD mix -60.
`Cc1ccc(NC(=O)N2CCN(Cc3ccc4c(c3)OCO4)CC2)cc1` gave RmlC RmlD mix 13.
CCOC(=O)N1CCN(S(=O)(=O)c2cc(OCC(N)=O)c(C)cc2Cl)CC1 was read as HIV RNase H inh -5 and RmlC RmlD mix 0.
COc1ccccc1-c1ccc(Nc2cccc(C(F)(F)F)c2)nn1 was read as RmlC RmlD mix 7.
N#Cc1nc(-c2cccs2)oc1NCCc1ccccc1 was read as HIV RNase H inh -91 and RmlC RmlD mix 41.
For CC(=O)Nc1ccc(OCC(O)CN2CCN(S(=O)(=O)c3ccc(NC(C)=O)cc3)CC2)cc1 (stereo not given) the results were RmlC RmlD mix 5.
For CCC(C)NC(=O)Cn1cc2c(n1)CCC(C)C2 (stereo not given) the results were HIV RNase H inh -2 and RmlC RmlD mix -13.
`Oc1ccc(C(=S)N2CCCCC2)cc1Cl` gave HIV RNase H inh -2 and RmlC RmlD mix 13.
`O=c1cc(CN2CCN(c3ccc(F)cc3)CC2)nc2sccn12` gave HIV RNase H inh -1 and RmlC RmlD mix 3.
`COc1ccc(Nc2nc(C)cc(C)c2C(N)=O)c(OC)c1` gave HIV RNase H inh 1 and RmlC RmlD mix -15.
`CC1CCCN(C(=O)Cn2c(=O)oc3ccccc32)C1` (stereo not given) gave HIV RNase H inh 8 and RmlC RmlD mix -10.
Cc1ccc2nc(NC(=O)c3ccco3)sc2c1 was read as RmlC RmlD mix -20.
`CO/C([O-])=N/c1c[n+](-c2ccc(Cl)cc2)no1` gave RmlC RmlD mix -33.
Cc1ccc(CN2C(=O)NC(=O)C3(Cc4c(nc5ccccn5c4=O)N4CCCCCC43)C2=O)cc1 (stereo not given) was read as HIV RNase H inh -14 and RmlC RmlD mix 12.
`COc1ccc(OC)c(C2C(C(N)=O)=C(C)Nc3nc(-c4cccc(Cl)c4)nn32)c1` (stereo not given) gave HIV RNase H inh 7 and RmlC RmlD mix 12.
Screening COC(=O)CSc1nc2cc3c(cc2cc1C)OCCO3 returned HIV RNase H inh -45 and RmlC RmlD mix -7.
Cc1cc2cc(C(c3nnnn3Cc3ccco3)N3CCc4ccccc43)c(=O)[nH]c2cc1C (stereo not given) was read as HIV RNase H inh 38 and RmlC RmlD mix -7.

3 records drawn at random from those above:
`CCOC(=O)c1c(Nc2nc(C)c(C(=O)NC)s2)sc(C)c1C` gave HIV RNase H inh 0 and RmlC RmlD mix -20.
For CCOc1ccc(NC(=O)CCSc2nnc(C)s2)cc1 the results were RmlC RmlD mix 0.
For CN1CCCN(Cc2ccc(Cl)cc2Cl)CC1 the results were RmlC RmlD mix -6.

The list continues.
For CCOC(=O)C1=CSC2=NS(=O)(=O)CCN12 the results were HIV RNase H inh -6 and RmlC RmlD mix -7.
For CC1=C(C(=O)OCC(C)C)[C@]23C(=O)c4ccccc4[C@@]2(O1)OC(N)=C3C#N the results were RmlC RmlD mix 103.
For NNC(=O)c1cccc(COc2cccc(Br)c2)c1 the results were RmlC RmlD mix 10.
COc1cccc(OC)c1C(=O)NC(C)C12CC3CC(CC(C3)C1)C2 (stereo not given) was read as RmlC RmlD mix -9.
`CCOc1ccc(NC(=O)CN2C(=O)C3CC=CCC3C2=O)cc1` (stereo not given) gave HIV RNase H inh 4 and RmlC RmlD mix -10.
CCOC(=O)c1cc(-c2ccc(Cl)cc2)nc2c1c(C)nn2CCC#N was read as RmlC RmlD mix 11.
CCc1nnc(NC(=O)c2ccc(S(=O)(=O)N3CCCCC3C)cc2)s1 (stereo not given) was read as HIV RNase H inh -6 and RmlC RmlD mix -20.
CCOC(=O)N1CCC(n2c(SCC(=O)NCc3ccco3)nc3ccsc3c2=O)CC1 was read as HIV RNase H inh -4 and RmlC RmlD mix -57.
Screening CCN(CC)CCCOc1nc(C)nc2c1oc1ccccc12 returned HIV RNase H inh -14 and RmlC RmlD mix -17.
`CCCCN1C(=O)NC(NC(C)=O)(C(F)(F)F)C1=O` (stereo not given) gave HIV RNase H inh -1 and RmlC RmlD mix -9.
For COCCNC(=O)COC(=O)CSCc1nc2ccccc2s1 the results were HIV RNase H inh -2 and RmlC RmlD mix 4.
O=C(c1cc(-c2ccncc2)nc2ccccc12)N1CCN(c2ccccn2)CC1 was read as HIV RNase H inh -2 and RmlC RmlD mix 0.
`CNS(=O)(=O)c1cc(OC)ccc1OC` gave HIV RNase H inh 0 and RmlC RmlD mix 5.
`O=C(NCc1ccccc1)C1CCN(S(=O)(=O)N2CCOCC2)CC1` gave HIV RNase H inh 0 and RmlC RmlD mix 3.
